Cl transport mod: KCC2 (human) Cl- transport modulation | Q9H2X9 | KCC2 cells, thallium flux FluoZin-2 fluorescence | B-score of Tl+ flux slope (higher = more flux/activation; lower = inhibition) at 10 µM | 190,000 tested, 2.2% active | AID 1456;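 active = thallium flux slope and its plate-corrected score both differing from the plate sample mean at a set confidence after two filtering rounds, in either direction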;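 also: slope of fluorescence scaled to starting intensity during 10 to 20 s after thallium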
zVAD death inh: L929 zVAD cell death inhibition | viability rescue, % at 10 µM | 220,000 tested, 0.38% active | L929 zVAD necroptosis rescue, ATP luminescence, 24 h; with zVAD 60 µM | AID 1377;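 active = activation, scaled between plate controls, above about 75%, limit read from the data; inactive = activation under that limit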;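 also: 0% = zVAD with DMSO and 100% = DMSO alone without zVAD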
eIF4E-4G inh: eIF4E/eIF4G interaction inhibition in translation initiation; 220,000 tested, 0.37% active; TR-FRET eIF4E-eIF4GI(517-606) binding, 2 h; P63073+Q04637; inhibition, % at 21.7 µM; AID 782;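 active = inhibition above about 30%, limit read from the data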;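 also: 0% = full FRET control wells and 100% = background wells lacking eIF4GI fragment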
MDM2 E3 inh: blocks human Mdm2 ubiquitin ligase activity. cell-based MDM2 ubiquitination luciferase reporter, 2 h; 0 = plate control, 100 = twice control, blank-subtracted. 210,000 tested, 0.11% active. signal enhancement, % at 5 µM. Q00987. AID 1230;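 active = signal enhancement of 30% or more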;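 also: luminescence tracks abundance of the self-degrading MDM2-luciferase fusion protein; higher signal means inhibition of MDM2 E3 ligase activity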
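system = mammalian cells stably expressing self-ubiquitinating, self-degrading MDM2 E3–luciferase fusion | quantity = 2000 cells per well seeded | incubation = 4 h cell settling then 2 h compound exposure, 37 °C | signal = SteadyLite luminescence, 15 min reagent step | benchmarks = plate control and blank wells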
PERK inh: inhibitors of human PERK kinase; Q9NZJ5; 220,000 tested, 0.17% active; AID 1416; CHO PERK-DD fusion, SEAP luminescence translation reporter; inhibition, % at 5.6 µM;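 active = inhibition above the mean inhibition of all tested compounds plus 3 SD, set separately per screening campaign, cut at about 2.9% in these data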;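 also: PERK kinase domain activated by AP20187 dimerizer at 100 nM; 0% = DMSO with dimerizer and 100% = rapamycin at 8.4 µM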
TNF necrop inh: blocks TNF-alpha induced death of Jurkat FADD-/- cells; Jurkat FADD-/- TNF necroptosis rescue, ATP luminescence, 24 h; 0 = TNF only, 100 = no-TNF cells; activation (protection from cell death), % at 10 µM; 220,000 tested, 0.068% active;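 active = activation, meaning protection from cell death, of at least 50% relative to plate controls; inactive = activation below 50%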;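 also: necroptosis triggered by 40 ng/mL TNF-alpha added together with compound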
Rad51 HR inh: Rad51 (human) homologous recombination inhibition. 200,000 tested, 0.085% active. Q06609. inhibition, % at 10 µM. hRad51 DNA strand exchange, fluorescence dequenching;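 active = inhibition above 40% at the single screening dose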;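 also: 0% = DMSO control wells and 100% = blanks with heterologous ssDNA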
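Test system: preformed human Rad51 ssDNA filaments; also added: Donor/quencher-labelled 47-bp dsDNA substrate; doses: 10 µM final, single point; times: 37 °C 15-min filament assembly, 30-min compound preincubation, 15-min exchange; detection: FRET fluorescence dequenching, excitation 485 nm, emission 520 nm; read-out basis: Fluorescence-based percent inhibition, control- and blank-normalised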
m-calpain inh: calpain II (pig) inhibition. purified calpain II, fluorogenic peptide substrate, 30 min. inhibition, % at 16 µM. 220,000 tested, 0.37% active. AID 1236;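 active = inhibition above about 50%, limit read from the data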
EBV gp42 block: EBV gp42 inhibition; Fluorescence polarization binding assay, mP read-out; inhibition, % (tested at 21.74 µM); 220,000 tested, 0.42% active; AID 1085; in the data active = inhibition above about 50%
* = called active by the depositor; [ ] = remark or other dose.

Sample of the layout:
Results for COn1c(SCc2cccc(Cl)c2)nc2ccccc2c1=O ?
Cl transport mod: 3.9; zVAD death inh: 0.6; eIF4E-4G inh: 5; MDM2 E3 inh: 2; PERK inh: -0.1; TNF necrop inh: -2.0; Rad51 HR inh: -2; m-calpain inh: 15; EBV gp42 block: -12

How did S=C(N/N=C/c1ccccc1Cl)Nc1cccc(Cl)c1Cl do in these assays?
Cl transport mod: 7*; zVAD death inh: -0.8; eIF4E-4G inh: -3; MDM2 E3 inh: -13; PERK inh: 0.3; TNF necrop inh: -5.3; Rad51 HR inh: 12; m-calpain inh: -1; EBV gp42 block: -1

Results for [O-]/[N+](=C\c1cccc(Br)c1)c1ccccc1 ?
Cl transport mod: 0.041; zVAD death inh: 0.3; eIF4E-4G inh: -1; MDM2 E3 inh: -30; PERK inh: 0.9; TNF necrop inh: -2.5; Rad51 HR inh: -2; m-calpain inh: 30; EBV gp42 block: -1

Main list (from the top)
Results for COn1c(SCc2cccc(Cl)c2)nc2ccccc2c1=O ?
Cl transport mod: 3.9; zVAD death inh: 0.6; eIF4E-4G inh: 5; MDM2 E3 inh: 2; PERK inh: -0.1; TNF necrop inh: -2.0; Rad51 HR inh: -2; m-calpain inh: 15; EBV gp42 block: -12

How did S=C(N/N=C/c1ccccc1Cl)Nc1cccc(Cl)c1Cl do in these assays?
Cl transport mod: 7*; zVAD death inh: -0.8; eIF4E-4G inh: -3; MDM2 E3 inh: -13; PERK inh: 0.3; TNF necrop inh: -5.3; Rad51 HR inh: 12; m-calpain inh: -1; EBV gp42 block: -1

Results for [O-]/[N+](=C\c1cccc(Br)c1)c1ccccc1 ?
Cl transport mod: 0.041; zVAD death inh: 0.3; eIF4E-4G inh: -1; MDM2 E3 inh: -30; PERK inh: 0.9; TNF necrop inh: -2.5; Rad51 HR inh: -2; m-calpain inh: 30; EBV gp42 block: -1

How did COc1cccc(C2CC(c3cccc(C)c3)n3ncnc3N2)c1 (stereo unspecified) do in these assays?
Cl transport mod: -0.59; zVAD death inh: -1.6; eIF4E-4G inh: -2; MDM2 E3 inh: -3; PERK inh: -0.1; TNF necrop inh: 0.9; Rad51 HR inh: 1; m-calpain inh: -15; EBV gp42 block: -6

What do the screens show for `O=C(CN1CCOCC1)OCCCc1ccccc1`?
Cl transport mod: 0.53; zVAD death inh: -0.4; eIF4E-4G inh: -7; MDM2 E3 inh: -8; PERK inh: -0.4; TNF necrop inh: -2.1; Rad51 HR inh: 4; m-calpain inh: -5; EBV gp42 block: -24

Results for CC1=C(C(=O)N2CCOCC2)C(c2ccc(O)cc2)NC(=S)N1 (stereo unspecified) ?
Cl transport mod: 0.69; zVAD death inh: 1.2; eIF4E-4G inh: 0; MDM2 E3 inh: -6; PERK inh: 1.4; TNF necrop inh: 0.2; Rad51 HR inh: 7; m-calpain inh: -10; EBV gp42 block: 0

How did O=P(Cc1ccccc1O)(c1ccccc1)c1ccccc1 do in these assays?
Cl transport mod: 0.14; zVAD death inh: 1.1; eIF4E-4G inh: 0; MDM2 E3 inh: -1; PERK inh: 0.3; TNF necrop inh: 2.0; Rad51 HR inh: 5; m-calpain inh: -17; EBV gp42 block: -10

What do the screens show for `COc1ccc(C(=O)N/C=C/n2cnc3cc(C(F)(F)F)ccc32)cc1`?
Cl transport mod: -0.27; zVAD death inh: 0.0; eIF4E-4G inh: -8; PERK inh: 0.7; TNF necrop inh: 1.5; Rad51 HR inh: 6; m-calpain inh: 6; EBV gp42 block: -7

Results for COc1ccc(NC(=S)Nc2ccc3nccnc3c2)cc1 ?
Cl transport mod: -0.85; zVAD death inh: 0.7; eIF4E-4G inh: -7; MDM2 E3 inh: -21; PERK inh: -0.6; TNF necrop inh: -1.0; Rad51 HR inh: -2; m-calpain inh: 21; EBV gp42 block: 4

Results for O=C(OC1CCCCC1)c1ccc2c(c1)C1C=CCC1C(C(=O)O)N2 (stereo unspecified) ?
Cl transport mod: 0.5; zVAD death inh: 2.8; eIF4E-4G inh: 62*[fluorescence artefact?]; MDM2 E3 inh: -10; PERK inh: 0.4; TNF necrop inh: -2.5; m-calpain inh: 13; EBV gp42 block: 88*

What do the screens show for `CCCC(=O)Nc1c(C(=O)OCC)[nH]c2ccccc12`?
Cl transport mod: 0.037; zVAD death inh: 0.7; eIF4E-4G inh: -1; MDM2 E3 inh: -4; PERK inh: 1.0; TNF necrop inh: 0.2; Rad51 HR inh: 12; m-calpain inh: -9; EBV gp42 block: 3

What do the screens show for `CCCN(c1ccc(C(C)C)cc1)S(=O)(=O)c1c(C)noc1C`?
Cl transport mod: -4.1; zVAD death inh: -1.1; eIF4E-4G inh: -7; MDM2 E3 inh: -8; PERK inh: -0.9; TNF necrop inh: -0.3; Rad51 HR inh: -1; m-calpain inh: 8; EBV gp42 block: -4

Results for CCOc1cccc(CN2CCCC(C(=O)c3cccc(C(F)(F)F)c3)C2)c1O (stereo unspecified) ?
Cl transport mod: -0.02; zVAD death inh: -1.1; eIF4E-4G inh: 0; MDM2 E3 inh: -8; PERK inh: -0.7; TNF necrop inh: 1.4; Rad51 HR inh: 4; m-calpain inh: -4; EBV gp42 block: -12

How did O=C(CSc1nc2ncc(Cl)cc2[nH]1)NC1CCS(=O)(=O)C1 (stereo unspecified) do in these assays?
Cl transport mod: -1.2; zVAD death inh: 2.4; eIF4E-4G inh: 3; MDM2 E3 inh: -2; PERK inh: -0.2; TNF necrop inh: 0.6; Rad51 HR inh: 2; m-calpain inh: -9; EBV gp42 block: -13

What do the screens show for `Brc1ccc(CSc2nnc(-c3cnccn3)n2Cc2ccco2)cc1`?
Cl transport mod: -4.3*; zVAD death inh: 0.2; eIF4E-4G inh: -2; MDM2 E3 inh: -17; PERK inh: -1.2; TNF necrop inh: -1.7; m-calpain inh: -14; EBV gp42 block: -6

How did COc1ccccc1CNC(=O)c1ccc(OC(F)F)c(OC)c1 do in these assays?
Cl transport mod: -1.3; zVAD death inh: 2.6; eIF4E-4G inh: -3; MDM2 E3 inh: -8; PERK inh: -0.1; TNF necrop inh: 1.7; Rad51 HR inh: 0; m-calpain inh: 9; EBV gp42 block: -13

Results for Cc1c(-c2nc(N)nc(Nc3ccccc3F)n2)oc2ccccc12 ?
zVAD death inh: 0.2; eIF4E-4G inh: -5; MDM2 E3 inh: -3; PERK inh: -1.0; TNF necrop inh: -0.3; Rad51 HR inh: 6; m-calpain inh: -53; EBV gp42 block: -17

What do the screens show for `Cc1cc(C)c(-c2csc(Cc3nc(-c4cc5ccccc5oc4=O)cs3)n2)cc1C`?
Cl transport mod: -0.013; zVAD death inh: 0.5; eIF4E-4G inh: 11; MDM2 E3 inh: -5; PERK inh: 0.6; TNF necrop inh: -0.7; Rad51 HR inh: 8; m-calpain inh: -51; EBV gp42 block: -12

What do the screens show for `Cc1ccc(S(=O)(=O)N2CCN(C)CC2)cc1-c1nnc2c3ccccc3c(C)nn12`?
zVAD death inh: 0.3; eIF4E-4G inh: 5[fluorescence artefact?]; MDM2 E3 inh: -16; PERK inh: 0.3; TNF necrop inh: -4.6; Rad51 HR inh: 3; m-calpain inh: 3; EBV gp42 block: 14

Results for Cc1sc2ncn(CC(=O)N3CCOCC3)c(=O)c2c1-c1ccccc1 ?
Cl transport mod: -0.066; zVAD death inh: 0.4; eIF4E-4G inh: -5; MDM2 E3 inh: -11; PERK inh: -0.2; TNF necrop inh: -1.2; Rad51 HR inh: 0; m-calpain inh: 35; EBV gp42 block: -4

Results for CN(C)S(=O)(=O)c1cccc(C(=O)Nc2ccc(N3CCOCC3)cc2)c1 ?
Cl transport mod: 0.53; zVAD death inh: 0.2; eIF4E-4G inh: 7; PERK inh: -0.1; TNF necrop inh: 0.6; Rad51 HR inh: 10; m-calpain inh: -2; EBV gp42 block: -17

Results for CN(C1CCCCC1)S(=O)(=O)c1ccc(-c2ccccn2)s1 ?
Cl transport mod: -0.62; zVAD death inh: 1.1; eIF4E-4G inh: 2; MDM2 E3 inh: -1; PERK inh: 1.4; TNF necrop inh: 3.0; Rad51 HR inh: 2; m-calpain inh: 26; EBV gp42 block: -6

What do the screens show for `CCOP(=O)(OCC)C(NC(=O)Nc1ccccc1)C(N)=O` (stereo unspecified)?
Cl transport mod: 1.4; zVAD death inh: 0.6; eIF4E-4G inh: -1; MDM2 E3 inh: -19; PERK inh: 1.6; TNF necrop inh: 1.7; Rad51 HR inh: -3; m-calpain inh: 17; EBV gp42 block: -9

What do the screens show for `CCOc1ccc(NC(=O)CSc2nnc(-c3ccccc3Cl)n2Cc2ccco2)cc1`?
Cl transport mod: 0.026; zVAD death inh: 0.1; eIF4E-4G inh: 9; MDM2 E3 inh: -6; PERK inh: -0.4; TNF necrop inh: 0.4; m-calpain inh: -12; EBV gp42 block: 4

What do the screens show for `Cc1ccccc1N1CC(C(=O)O)CC1=O` (stereo unspecified)?
Cl transport mod: 0.47; zVAD death inh: 0.7; eIF4E-4G inh: 3; MDM2 E3 inh: -14; PERK inh: 0.3; TNF necrop inh: 1.0; m-calpain inh: -17; EBV gp42 block: -14

What do the screens show for `O=C(COc1ccc2oc(-c3ccco3)cc(=O)c2c1)N1CCCCC1`?
Cl transport mod: 0.5; zVAD death inh: 4.3; eIF4E-4G inh: 9; MDM2 E3 inh: -14; PERK inh: -0.8; TNF necrop inh: 0.2; Rad51 HR inh: 0; m-calpain inh: inactive; EBV gp42 block: 11

How did COC(=O)c1ccc(COC(=O)c2cnccn2)cc1 do in these assays?
Cl transport mod: -0.058; zVAD death inh: -0.3; eIF4E-4G inh: 1; MDM2 E3 inh: 3; PERK inh: 1.2; TNF necrop inh: 0.9; m-calpain inh: -12; EBV gp42 block: -5

How did CN(c1ccc(C(=O)N2CCOCC2)cc1[N+](=O)[O-])C1CCCCC1 do in these assays?
zVAD death inh: 1.9; eIF4E-4G inh: 1; MDM2 E3 inh: 1; PERK inh: 0.4; TNF necrop inh: -3.2; Rad51 HR inh: 0; m-calpain inh: 28; EBV gp42 block: -15

How did CCOC(=O)c1ccc(NC(=O)Cn2ncc(Cl)c(Cl)c2=O)cc1 do in these assays?
Cl transport mod: -1; zVAD death inh: -1.1; eIF4E-4G inh: 4; MDM2 E3 inh: 10; PERK inh: -0.9; TNF necrop inh: -14; Rad51 HR inh: -5; m-calpain inh: 4; EBV gp42 block: -4

Results for Cc1ccc(C(=O)CSc2ncnc3sc4c(c23)CCCC4)cc1 ?
Cl transport mod: 5.3*; zVAD death inh: 0.2; eIF4E-4G inh: 33*; MDM2 E3 inh: -4; PERK inh: 1.9; TNF necrop inh: -1.7; Rad51 HR inh: 3; m-calpain inh: 7; EBV gp42 block: -12

Results for CC12CN(C(=S)Nc3ccccc3)CC(C)(CN(C(=S)Nc3ccccc3)C1)C2=O ?
Cl transport mod: 0.98; zVAD death inh: 1.1; eIF4E-4G inh: 4; MDM2 E3 inh: 7; PERK inh: 0.8; TNF necrop inh: 1.8; Rad51 HR inh: 0; m-calpain inh: -28; EBV gp42 block: -7

What do the screens show for `COc1ccc(NS(=O)(=O)c2ccc(N3CCCC3)c(NC(=S)Nc3cccc(C)c3C)c2)cc1`?
Cl transport mod: 0.023; zVAD death inh: 0.3; eIF4E-4G inh: -5; MDM2 E3 inh: 7; PERK inh: 0.6; TNF necrop inh: -1.5; Rad51 HR inh: -1; m-calpain inh: -23; EBV gp42 block: 5

Screening results deposited in PubChem by several laboratories.
